# HIF act: HIF pathway transcriptional activation; U2OS HRE-luciferase reporter, luminescence; normalized: DMSO 0%, desferrioxamine 100%; activation, % at 7.5 µM (by protocol); hit rate 0.32% among 300,000;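 active = mean activation of at least 10% of the iron chelator positive control signal, with at least half of replicates also reaching 10%; inconclusive = mean and replicate majority disagree about reaching 10%; inactive = mean and most replicates under 10%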
# AI-2 QS modul: Vibrio harveyi AI-2 quorum sensing modulation. AID 2094. hit rate 0.4% among 300,000. Vibrio harveyi JMH597 AI-2 luminescence/OD600 ratio, 9 h; hits give low values; strain lacks LuxN and CqsS sensors; 0 = neutral-control median. activity change, % at 7.5 µM; in the data active = activity change below about -75%, passing the limit was not always enough; inconclusive = no clear call, values can overlap the other calls;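 note: luminescence divided by OD600 gain over 9 h not by final OD600 alone; inactives centre near 13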
# Platelet DG rel: platelet dense granule release activity | human platelet-rich plasma, SFLLRN dense granule ATP release, luminescence | AID 1663 | inhibition, %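 (compounds screened at 7.5 µM in platelet-rich plasma)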 | hit rate 0.22% among 300,000;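 active = mean replicate score, as percent of positive control, at or above 50; inconclusive = mean below 50 but at least one replicate at or above 50; inactive = mean and every replicate below 50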
# HSP90 refold inh: inhibitors of HSP90 luciferase refolding in rabbit reticulocyte lysate | AID 1789 | luciferase refolding luminescence, 3 h | hit rate 0.91% among 290,000 | inhibition, % at 5.6 µM;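 active = inhibition above the screen-wide mean plus 3 SD, computed separately per campaign, cut at about 16% in these data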;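 note: 0% = DMSO wells and 100% = 60 µM geldanamycin wells; inhibitors lower the luminescence because luciferase stays unfolded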
# HSF-1 act: increases HSF-1 driven luciferase reporter signal | NIH3T3-HGL HSF-1 luciferase reporter, MG132, 8 h; 100% = twice DMSO control signal | activation, % at 9 µM | hit rate 1.7% among 300,000 | AID 504408;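 active = mean replicate activation of at least 50% with a set share of replicates each reaching 50%; inconclusive = only one of those two conditions met; inactive = mean below 50% and too few replicates reaching it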;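 note: 0% = median of the neutral control wells and 100% = twice that signal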
# HDAC3 inhib: blocks human histone deacetylase 3 | recombinant HDAC3, fluorogenic peptide/trypsin coupled, fluorescence | inhibition, % at 8.3 µM | hit rate 0.15% among 320,000 | AID 2718; in the data active = inhibition above about 26%, passing the limit was not always enough; inconclusive = no clear call, values can overlap the other calls
# Target sequence (O15379 whole entry, looked up): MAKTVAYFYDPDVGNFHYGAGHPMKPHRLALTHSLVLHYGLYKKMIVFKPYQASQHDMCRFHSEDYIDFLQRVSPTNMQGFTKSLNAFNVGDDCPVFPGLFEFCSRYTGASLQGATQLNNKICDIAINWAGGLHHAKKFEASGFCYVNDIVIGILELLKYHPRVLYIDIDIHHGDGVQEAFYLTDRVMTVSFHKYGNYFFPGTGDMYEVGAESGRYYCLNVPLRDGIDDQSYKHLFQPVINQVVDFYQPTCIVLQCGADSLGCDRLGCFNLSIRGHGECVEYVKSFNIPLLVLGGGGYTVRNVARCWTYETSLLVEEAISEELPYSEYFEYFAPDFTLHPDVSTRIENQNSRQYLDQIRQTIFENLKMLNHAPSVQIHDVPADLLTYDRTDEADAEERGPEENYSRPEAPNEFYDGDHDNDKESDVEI
# HSF1 inh: HSF1 inhibition; NIH3T3-HGL HSE-luciferase, MG132-induced, luminescence 8 h; hits give low values; activity change, negative = inhibition, % at 7.5 µM (by protocol); AID 2098; hit rate 0.77% among 300,000;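 active = more than half of replicate wells show activity change below -50%, luminescence cut by over half; inconclusive = some wells, but at most half, below -50%; inactive = no replicate well below -50%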;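 note: luciferase reports HSF-1 transcriptional activity via heat shock element; 0% = median of DMSO wells and -100% = zero luminescence signal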
# KLF5 inh: suppresses KLF5 promoter-driven expression; hit rate 0.23% among 290,000; DLD-1 KLF5 promoter-luciferase reporter, luminescence; inhibition, % at 5 µM;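 active = inhibition above a per-plate limit of that plate's mean compound inhibition plus 3 SD, cut at about 60% in these data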;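 note: 0% = DMSO wells and 100% = LY294002 at 200 µM; higher means less KLF5 promoter-driven luciferase light; inactives centre near -14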
# aSyn UTR inh: MLPCN primary screen, SNCA 5' untranslated region; alpha-synuclein 5'UTR reporter, inhibitor activity; inhibition, % (tested at 7.5 µM); hit rate 0.82% among 300,000; in the data active = inhibition above about 60%; inconclusive = no clear call, values can overlap the other calls;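 note: H4 neuroglioblastoma cells stably carrying SNCA 5'UTR luciferase fusion; 0% = DMSO wells and 100% = positive control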
# IEC-6 cytotox: counter-screen for KLF5 inhibitors: cytotoxicity in IEC-6 cells | hit rate 0.78% among 290,000 | IEC-6 cytotoxicity, luminescence viability | inhibition, % at 5 µM; in the data active = inhibition above about 22%;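 note: 0% = plate median of test compound wells and 100% = cytotoxic reference compound wells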
# * marks the source's active call; other numbers are inactive results; ? = inconclusive; . = not tested or not shown.
SMILES,HIF act,AI-2 QS modul,Platelet DG rel,HSP90 refold inh,HSF-1 act,HDAC3 inhib,HSF1 inh,KLF5 inh,aSyn UTR inh,IEC-6 cytotox
O=C(NNC(=S)Nc1ccccc1Cl)C1CC1,0.0,20,-2,3,10,0,-1,14,-12,5
CC(=O)CSc1ccc(-c2nc3ccccc3[nH]2)cn1,-2.4,23,11,24*,35,7,13,-13,-72,20
C=CCSC1=C(C#N)C(c2ccccc2OCC)C(C#N)C(=O)N1 (stereo unspecified),-0.3,12,9,2,5,5,1,-18,3,2
Cc1nc(C(=O)NNC(=O)c2ccccc2Cl)c(C(F)(F)F)o1,-0.5,-11,-4,2,-15,3,-4,-10,21,4
O=C1CCC/C(=N/NC(=O)c2cc(NS(=O)(=O)c3cccs3)cc(NS(=O)(=O)c3cccs3)c2)C1,-4.4,1,-13,1,-14,7,4,-1,9,-10
CN1CCN(CCOCCOc2c(Cl)cc(Cl)cc2Cl)CC1,-0.5,23,-5,.,-11,-1,-1,.,10,.
NS(=O)(=O)c1ccc(CCNC(=O)C(=O)C2C(=O)Nc3ccccc32)cc1 (stereo unspecified),-0.2,13,-2,0,3,4,3,1,-14,-4
Cn1cnnc1SCC(=O)Nc1ccc2c(c1)CCC2,0.3,27,0,1,-10,-2,-4,-60,-28,7
CC(C)[C@H](NC(=O)OCc1ccccc1)C(=O)OCC(=O)NC1CCCCC1,-9.5,26,-2,0,17,-1,5,-20,-11,-4
COc1cc(NC(=O)Nc2cccc(Cl)c2)c(OC)cc1NC(=O)CN1CCCCC1,-0.4,3,-4,8,6,15,2,-11,-2,6
CCOc1ccc(NC(=O)CSc2ccc3nnc(-c4cccnc4)n3n2)cc1,0.2,11,9,-2,-1,-11,-6,0,-4,-4
COc1ccc(C2c3c(oc4ccc(Cl)cc4c3=O)C(=O)N2CCN2CCOCC2)cc1 (stereo unspecified),0.2,-6,-1,-1,34,2,2,-67,-18,-5
Clc1ss/c(=N\c2ccccn2)c1Cl,0.2,7,10,2,-19,4,-13,-15,-10,2
Nn1c(SCC(=O)Nc2ccc3c(c2)OCO3)nncc1=O,-0.1,-11,-1,-4,-2,-2,-7,-41,-8,-7
O=C(Cc1ccccc1)Nc1ccc(NC(=O)c2cccc(Cl)c2)cc1,0.0,18,14,3,3,-6,-3,-5,6,4
C=CCC(=O)OCCCCCCOc1ccc(C(=O)O)cc1,-0.5,42,-2,0,-10,8,-8,-11,12,-2
NC(=O)c1ccc(NC(=O)CSc2nnc(-c3ccncc3)n2Cc2ccco2)cc1,-0.6,32,0,-1,0,3,-5,0,-3,3
O=C(NCc1ccc2c(c1)OCO2)c1cccc(N2CCCC2=O)c1,-1.3,9,6,4,-41,4,-21,24,14,5
COC(=O)c1ccccc1-c1ccc(/C=N/NC(N)=O)o1,0.3,19,-3,0,-1,3,-7,4,14,2
CCOC(=O)C1CCN(C(=O)c2cc(S(=O)(=O)N3CCCCC3)ccc2C)CC1,0.4,16,5,3,-22,3,-3,-19,2,1
COc1cccc(-c2cccc(NC(=O)C3CCN(Cc4cnn(C)c4)CC3)c2)c1,-0.6,-1,-2,9,2,4,-6,5,1,2
COc1cc2c(cc1OC)C(C)N(C(=O)Cc1ccc(C(F)(F)F)cc1)CC2 (stereo unspecified),-0.2,15,-12,5,27,-1,8,14,4,13
C=CCOc1cccc(C2/C(=C(\O)c3ccc(F)cc3)C(=O)C(=O)N2CCN(C)C)c1 (stereo unspecified),-0.5,4,5,4,-47,-5,-29,-18,5,1
O=C(Nc1ccc2c(c1)OCO2)c1c(Cl)nc2sccn12,1.7,12,-2,0,33,-2,18,-59,-205,2
COc1ccc(S(=O)(=O)N(CC(=O)N2CCOCC2)c2cc(Cl)ccc2OC)cc1OC,-0.1,24,-4,1,-7,.,-6,5,-1,-5
CC(=O)OC(COc1ccc(F)cc1)Cn1cnc2ccccc21 (stereo unspecified),0.0,14,1,1,8,0,-2,-2,-19,0
CCOc1ccc(-n2cc(-c3ccccc3)c3c(SC(C)C(=O)OC)ncnc32)cc1 (stereo unspecified),0.0,5,5,-2,-10,-5,2,-37,10,4
CC(/C=N/NC(=O)c1cnccn1)=C\c1ccco1,1.4,1,9,-2,-12,6,-4,-5,-117,0
Cc1ccc2[nH]c3c(c2c1)CCCC3NC(=O)CCl (stereo unspecified),-1.5,30,-1,0,5,-1,0,43,15,56*
Cc1ccc(C(=O)N2CCCC(CCC(=O)N3CCN(c4ccccn4)CC3)C2)cc1C (stereo unspecified),0.7,18,-5,3,9,-4,-2,-42,13,-2
CC1CN(C(=O)N2CCOCC2)CCN1C(=O)N1CCOCC1 (stereo unspecified),-0.3,10,0,-1,6,-2,0,-14,12,-4
CCN(Cc1ccncc1)Cc1cn(C)nc1-c1ccc(Oc2ccccc2)cc1,0.0,-6,10,5,13,4,-3,1,-1,0
S=C(NNc1ccnc2cc(Cl)ccc12)Nc1ccccc1Cl,0.1,14,-1,2,13,-6,16,-12,-51,-1
O=C(Nc1ccccc1Cl)Nc1ccccc1Cl,0.2,8,3,1,8,-3,10,3,-9,6
C[C@H](C(=O)NCc1ccccc1)C(=O)c1ccccc1,-0.3,5,1,0,22,9,-1,-15,-1,2
COc1ccccc1C(=O)C1CCCN(C(=O)c2cnn(C(C)C)c2)C1 (stereo unspecified),0.9,15,-3,-3,3,9,-4,-24,8,3
NC(=O)c1cc2ccccc2o/c1=N\NC(=O)c1ccncc1,-0.4,19,4,1,-7,8,-4,-3,-10,6
CCn1cc(C(C)NC(=O)COc2ccc(Cl)cc2C)c(C)n1 (stereo unspecified),-0.5,1,15,2,35,0,6,-1,29,-1
CCOCC(=O)Nc1nc(C)cc(C)n1,-0.2,17,2,-3,-25,7,-5,-22,-10,4
CCCCn1c(N)c(N(Cc2ccccc2OC)C(=O)CCC(C)C)c(=O)[nH]c1=O,-0.6,44,1,-2,-7,0,-3,-16,-27,-6

# 2 compounds from above, showing only IEC-6 cytotox and HSF1 inh.
SMILES	IEC-6 cytotox	HSF1 inh
COC(=O)c1ccccc1-c1ccc(/C=N/NC(N)=O)o1	2	-7
CCOC(=O)C1CCN(C(=O)c2cc(S(=O)(=O)N3CCCCC3)ccc2C)CC1	1	-3

# The list goes on.
SMILES,HIF act,AI-2 QS modul,Platelet DG rel,HSP90 refold inh,HSF-1 act,HDAC3 inhib,HSF1 inh,KLF5 inh,aSyn UTR inh,IEC-6 cytotox
Oc1ccc(N=C/C=C/c2cccc(Br)c2)cc1-c1nc2ccccc2s1,0.4,17,1,-2,-32,-9,-16,-6,-99,2
CCC1CCc2sc(C(=O)NC3CCN(Cc4ccccc4)CC3)cc2C1 (stereo unspecified),0.3,16,-19,.,-6,1,-2,.,18,.
CCOc1cccc(CNCc2ccc(C(=O)O)cc2)c1,-0.1,16,4,1,26,-5,8,-7,-7,0
Cc1coc2c1c(C)cc1oc(=O)c(CC(=O)NCCCN3CCCC3=O)c(C)c12,-0.3,18,3,3,8,-10,8,-17,-5,0
N/C(=N\NC(=O)c1cccs1)c1cc2ccccc2oc1=O,1.0,9,5,1,24,-5,0,-20,-64,3
COc1cccc(N(C(=O)Cn2nnc(-c3cccs3)n2)C(C(=O)NC2CCCCC2)c2ccncc2)c1 (stereo unspecified),0.1,9,-5,-9,6,-1,5,-18,2,-6
Cc1ccnc2nc(C(=O)Nc3ccc(S(=O)(=O)N4CCCC4)cc3)nn12,-0.4,19,-10,6,29,3,4,-9,30,3
Cc1cc(C)c(OCC(=O)OCC(=O)N2CCCc3ccccc32)c(C)c1,-1.0,1,14,.,-13,-2,-10,.,8,.
CC(Nc1nc(-c2ccc(F)cc2)cs1)c1nc2cc(Cl)c(N3CCCCC3)cc2n1CCCO (stereo unspecified),0.0,24,-2,.,17,-5,11,.,-3,.
CC(=O)Nc1ccc(S(=O)(=O)n2nc(-c3ccc(C)cc3)nc2N)cc1,0.1,22,0,0,8,-1,5,-23,17,0
CC(C)(C)Nc1nc(N2CCCC2)nc(N2CCCC2)n1,-0.3,-6,-7,-3,-17,5,0,-22,68*,1
CCCCNS(=O)(=O)c1ccc(OC)cc1,0.2,11,5,-6,10,-4,-3,-8,10,1
O=C(COc1ccc([N+](=O)[O-])cc1)Nc1cccc2nsnc12,-0.3,27,0,2,4,-10,0,8,-49,-10
COc1ccc(C(=O)NC2CCN(S(=O)(=O)c3ccccc3)CC2)cc1,1.5,.,4,4,17,4,-3,-22,20,6
O=C(OCC(=O)N1CCCC1)c1ccc(OC(F)(F)F)cc1,-0.5,11,0,1,2,1,3,-17,16,3
CCOc1cc(/C=N\NC(=O)C2C(=O)NCC2c2ccccc2)ccc1OC (stereo unspecified),0.3,14,12,4,-3,-2,-8,-26,35,-4
Cc1nc2ccc(S(=O)(=O)NC(C(=O)N3CCCC3)C(C)C)cc2s1 (stereo unspecified),.,14,28,1,-17,.,-2,2,16,-1
CCn1c(CN2CCOCC2)nnc1SCC(=O)Nc1cccc(C)c1,0.0,18,9,1,5,-2,-3,-24,-5,5
Cc1cc(C)n(/N=C/c2ccco2)c(=O)c1C#N,-0.5,4,-2,5,-17,7,0,-23,29,-1
O=C(Cn1c(=O)n(CCCC(=O)NC2CCCC2)c(=O)c2ccccc21)NCCC1=CCCCC1,-0.8,21,0,-5,14,-5,0,-15,-1,-1
CN(C)CCCNc1oc(-c2ccc(Cl)cc2)nc1C#N,0.1,8,7,0,0,-117,-2,-17,-18,3
CC(=O)c1ccc(NC(=O)c2cc(Cl)nc3ccccc23)cc1,0.1,25,1,-1,6,4,2,-12,-30,3
COC(=O)/C(C#N)=C/c1c(N2CCCCCC2)nc2c(C)cccn2c1=O,1.1,21,2,-2,?,.,27,-1,14,-3
CS(=O)(=O)c1ccc2nc(NC(=O)c3ccc(Cl)cc3)sc2c1,1.0,.,-11,3,-5,-3,11,-35,-35,-1
CC(C)CNC(=O)COC(=O)CNC(=O)c1cc(Cl)cc([N+](=O)[O-])c1,0.5,22,3,1,-4,.,-12,-4,9,-6
CSc1ccccc1NC(=O)c1cc(C)on1,0.5,3,9,1,-10,3,-3,-33,-48,-4
COC(=O)Nc1ccc(S(=O)(=O)N2CCCc3cccc(O)c32)cc1,-0.7,20,10,3,-12,3,-14,-7,-12,16
CC(C)(C)c1ccc(OCCC(=O)Nc2cccc(S(=O)(=O)N3CCOCC3)c2)cc1,-0.9,5,-1,0,5,20,1,4,4,0
CCOc1ccccc1-n1nnnc1SCC(=O)Nc1cc2oc3ccccc3c2cc1OC,0.2,14,14,3,-1,1,-8,-32,-8,6
O=C(NCc1nnc2c(C(F)(F)F)cc(Cl)cn12)c1ccco1,0.1,21,7,-4,4,-6,-3,-24,4,6
O=S1(=O)N=C2CCCCCN2C(c2ccccc2)N1 (stereo unspecified),1.5,18,1,-2,13,2,-2,4,10,3
Cc1cccc(NC(=O)N2CCC(n3nnc4cc(C)ccc43)CC2)c1,0.8,15,-6,-1,-19,1,1,-10,23,5
Cc1ccc(N)cc1CN1CCCC1=O,-0.5,27,-5,3,-2,1,-3,-9,-4,-7
Cc1ccc(C(=O)Nc2sc(Cc3ccc4c(c3)OCO4)c(C)c2C(N)=O)cc1,-0.5,-6,-1,4,5,-21,-2,14,7,7
